Source: PubChem BioAssay (National Center for Advancing Translational Sciences (NCATS))
ELG1 genotoxic: inducers of genotoxicity in HEK293T ELG1-luciferase cells; actives 1.3% (n = 330,000); HEK293T ELG1-luciferase reporter, luminescence, 16 h; AID 504466; Potency, µM (series often up to 46 µM), for the others: top-dose activity change, positive = activation, hits mostly activators; also: % of control where 0% means no effect; nearly all actives have a fitted effect of over 60% in size
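16 hr compound incubation (37 °C, 5% CO2) of HEK293T cells carrying luciferase-tagged ELG1; luciferase then measured by ONE-Glo luminescence after 30 min at RT.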
uPA generation: inhibitors of cell surface uPA generation. actives 0.31% (n = 330,000). cell surface uPA generation assay, qHTS. Potency, µM (titrated, usually from 38.3 µM), for the others: top-dose activity change, negative = inhibition, most hits filed as inhibitors; active = well fitted inhibition curve with a large enough effect; inconclusive = small, poorly fitted or top-dose-only effect; inactive = no such curve, though single readings can be large or run the other way; tested in mouse RAW 264.7 cells; also: % is scaled to controls: 0 for no effect and ±100 for the full control effect; nearly all actives have a fitted effect of over 55% in size
p53 reactivator: re-activators of mutant p53; H1299 p53-A138V BP100-luciferase reporter, luminescence, 24 h; Potency, µM (doses to about 92.2 µM), for the others: at the top dose activity change, positive = activation, actives largely listed as activators; actives 0.063% (n = 320,000); also: % of control where 0% means no effect; nearly all actives have a fitted effect of over 45% in size
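H1299 (p53-null), stable ts p53-A138V + BP100-Luc; 1000 cells/well, Opti-MEM/10% FBS; cpd 4 pt, 1:5; 24 h, 37 deg C, 5% CO2; detection reagent 10 min RT; luminescence.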
MBNL1 CUG block: blocks human MBNL1 binding to CUG repeat RNA; Potency, µM (doses to about 57.5 µM), without a hit: at the top dose activity change, negative = inhibition, most hits filed as inhibitors; Q9NR56; actives 0.036% (n = 280,000); TR-FRET MBNL1-His/biotin-(CUG)12 binding, 665/545 ratio; active = well fitted inhibition curve with a large enough effect in the signal ratio, with a control signal flat, not every such curve was filed as active; inconclusive = small, poorly fitted or top-dose-only effect, or effect the other way, or a change in a side signal; inactive = no such curve, though single readings can be large or run the other way; the % refers to the signal ratio; also: % is scaled to controls: 0 for no effect and ±100 for the full control effect
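His-tagged MBNL1 binding to biotinylated (CUG)12 RNA was measured by TR-FRET using terbium anti-His antibody (0.055 ng/ul final) and streptavidin-XL665 (5 nM final). Compounds were titrated 92 nM to 58 uM; 60 min at room temperature.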
BRCA1 expr up: BRCA1 expression activation; actives 1.1% (n = 380,000); Potency, µM (top dose mostly 46.1 µM), without a hit: at the top dose activation, most hits filed as activators; MCF7-BRCA1-FFLuc reporter, luminescence, 48 h; response scale: scaled: vehicle 0%, 10 µM genistein 100%; also: nearly all actives have a fitted effect of over 80% in size; some results filed as inactive show a strong effect at the top dose
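Compounds are tested at multiple concentrations on MCF7 BRCA1-luciferase reporter cells seeded at 2000 per well; after 48 h, a single luminescence end-point is taken and curves fitted to the normalized data.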
RORgamma inh: inhibitors of mouse ROR gamma transcriptional activity. Potency, µM (doses to about 53.6 µM), without a hit: at the top dose activity change, negative = inhibition, usual class: inhibitors. Drosophila S2 Gal4-RORgamma UAS-luciferase reporter, 20 h. actives 5.4% (n = 310,000). AID 2551; also: % is scaled to controls: 0 for no effect and ±100 for the full control effect; nearly all actives have a fitted effect of over 60% in size
Target sequence (P51450 whole entry, looked up, the tested form may be a part): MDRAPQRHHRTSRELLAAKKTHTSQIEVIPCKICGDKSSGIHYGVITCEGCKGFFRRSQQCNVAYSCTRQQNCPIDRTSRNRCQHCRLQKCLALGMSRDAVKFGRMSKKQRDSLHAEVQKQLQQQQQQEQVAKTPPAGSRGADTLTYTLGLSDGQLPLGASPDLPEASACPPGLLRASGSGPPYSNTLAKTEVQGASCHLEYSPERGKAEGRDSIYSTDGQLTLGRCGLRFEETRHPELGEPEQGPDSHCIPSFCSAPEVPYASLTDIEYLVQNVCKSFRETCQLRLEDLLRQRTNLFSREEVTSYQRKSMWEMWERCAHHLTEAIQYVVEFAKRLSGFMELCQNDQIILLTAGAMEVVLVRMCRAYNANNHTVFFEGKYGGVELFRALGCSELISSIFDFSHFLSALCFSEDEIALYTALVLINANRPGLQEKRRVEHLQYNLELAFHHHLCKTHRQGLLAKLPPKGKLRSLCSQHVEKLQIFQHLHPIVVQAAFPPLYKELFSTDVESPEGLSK
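Luminescence from a UAS-regulated Photinus luciferase reporter in stably transfected Drosophila Schneider cells is measured; decreased signal marks ROR gamma inhibition. Fusion expression is induced by 700 uM copper sulfate for 20 hr.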
Gal4-VP16 FLuc: Gal4-VP16 reporter inhibition counter-screen. Drosophila S2 Gal4-VP16 UAS-luciferase, luminescence, 20 h. Potency, µM (highest dose often 53.6 µM), for inactives: at the top dose activity, negative = inhibition, hits mostly inhibitors. actives 3.5% (n = 310,000). AID 2546;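 also: Gal4-VP16 expression switched on by copper sulfate through the metallothionein promoter; % is scaled to controls: 0 for no effect and ±100 for the full control effect; nearly all actives have a fitted effect of over 50% in size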
NPC1 promoter act: activators of NPC1 promoter; Huh7 NPC1 promoter luciferase reporter, 24 h; Potency, µM (top dose mostly 9.22 µM), for the others: at the top dose activation, usual class: activators; actives 2.4% (n = 320,000);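 also: % of control where 0% means no effect; nearly all actives have a fitted effect of over 60% in size; reporter is driven by a mutant NPC1 promoter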
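Huh7 cells stably carrying NPC1 promoter–luciferase, plated in Opti-MEM with 10% FBS for 2 h, were exposed to compound in DMSO for 24 h at 37 °C; luciferase reagent was added for 10 min and luminescence read.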
FLuc modulator: counter-screen for miR-21 project: firefly luciferase inhibitors or activators; P08659; purified FLuc, Km substrates, luminescence inhibition; Potency, µM (series often up to 57.5 µM), inactives show at the top dose activity change, negative = inhibition, hits mostly inhibitors; actives 6.9% (n = 360,000); AID 588342;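 also: plate controls were vehicle for no effect and reference inhibitor for full effect; nearly all actives have a fitted effect of over 55% in size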
Target sequence (P08659 whole entry, looked up): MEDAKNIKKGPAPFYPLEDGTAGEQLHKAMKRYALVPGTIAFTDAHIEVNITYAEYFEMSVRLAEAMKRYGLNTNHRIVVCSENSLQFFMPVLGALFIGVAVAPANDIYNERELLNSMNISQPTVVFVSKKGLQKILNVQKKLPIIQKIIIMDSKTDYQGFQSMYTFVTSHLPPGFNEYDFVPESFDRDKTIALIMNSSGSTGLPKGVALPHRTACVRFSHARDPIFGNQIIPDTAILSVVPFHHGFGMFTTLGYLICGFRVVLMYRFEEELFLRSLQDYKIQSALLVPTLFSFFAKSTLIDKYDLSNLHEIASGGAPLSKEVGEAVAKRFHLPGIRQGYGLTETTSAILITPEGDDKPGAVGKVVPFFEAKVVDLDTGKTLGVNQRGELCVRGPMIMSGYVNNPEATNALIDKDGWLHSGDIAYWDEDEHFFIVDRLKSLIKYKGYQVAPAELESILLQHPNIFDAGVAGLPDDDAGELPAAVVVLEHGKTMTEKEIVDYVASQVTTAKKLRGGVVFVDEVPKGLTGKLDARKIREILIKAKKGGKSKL
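Purified P. pyralis luciferase, 10 nM final, with Km-level 10 uM D-luciferin and 10 uM ATP in 50 mM Tris acetate pH 7.5, 10 mM Mg acetate, 0.01% Tween-20, 0.05% BSA; 6-point qHTS titration about 60 µM downward; luminescence read.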
Rab9 promoter act: activators of Rab9 promoter; Huh7 Rab9 promoter-luciferase reporter, luminescence, 24 h; Potency, µM (top dose mostly 9.22 µM), inactives show top-dose activation, negative = inhibition, hits mostly activators; actives 2.8% (n = 320,000); AID 485297; also: % of control where 0% means no effect; nearly all actives have a fitted effect of over 60% in size
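Luminescence from Amplite-detected luciferase (10 minutes, ambient) reports Rab9 promoter activation. Before that, stable Rab9-luciferase Huh7 cells (1500/well, reduced-serum OP-MEM I plus 10% FBS) were exposed to compound for 24 hours at 37C.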
MLL CXXC-DNA inh: blocks binding of human MLL CXXC domain to DNA; Q03164; MLL-CXXC / FITC-HOXA9 DNA fluorescence polarization; Potency, µM (doses to about 115 µM), for the others: at the highest dose activity change, negative = inhibition, most hits filed as inhibitors; actives 0.037% (n = 290,000); AID 2662; active = well fitted inhibition curve with a large enough effect in the polarisation, with a control signal flat, not every such curve was filed as active; inconclusive = small, poorly fitted or top-dose-only effect, or effect the other way, or a change in a side signal; inactive = no such curve, though single readings can be large or run the other way; the % refers to the polarisation
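Purified MLL-CXXC (added from a 7 uM solution) was preincubated 5 min at ambient with pinned compounds in 50 mM Tris-HCl pH 7.5, 50 mM NaCl, 1 mM DTT, 0.05% BSA. Fluorescein-labeled HOX-A9 DNA (50 nM solution) followed, 30 min, then polarization read.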
An asterisk follows results filed as active; [ ] = dose if it differs, or a comment. Unless noted, calls follow the shape of the dose curve; as a rule, active = well fitted curve in the direction sought with a large enough effect; inconclusive = small, poorly fitted or top-dose-only effect, or another doubt; inactive = no such curve, though single readings can be large; an effect the other way counts as inactive or inconclusive. Potency is read from the fitted curve at half-maximal effect.

How did Cc1cc(=O)[nH]c(NCc2ccccc2)n1 do in these assays?
ELG1 genotoxic: 0%; uPA generation: 2%; p53 reactivator: 0%; MBNL1 CUG block: -4%; BRCA1 expr up: -13%; RORgamma inh: 2%; Gal4-VP16 FLuc: -13%; NPC1 promoter act: 2%; FLuc modulator: -3%; Rab9 promoter act: 0%; MLL CXXC-DNA inh: -21%

How did COC(=O)CC(c1ccc(C#N)cc1)n1c(C)ccc1C (configuration not stated) do in these assays?
ELG1 genotoxic: 13%; uPA generation: -3%; p53 reactivator: 15%; MBNL1 CUG block: -7%; BRCA1 expr up: -13%; RORgamma inh: -9%; Gal4-VP16 FLuc: 0%; NPC1 promoter act: -5%; FLuc modulator: 6%; Rab9 promoter act: 3%; MLL CXXC-DNA inh: 3%

How did COc1cc(NC(=S)NCCc2ccccc2)c(OC)cc1NC(=O)CC(C)C do in these assays?
ELG1 genotoxic: 5%; uPA generation: -10%; p53 reactivator: 5%; MBNL1 CUG block: 1%; BRCA1 expr up: -16%; RORgamma inh: 10µM*; Gal4-VP16 FLuc: inconclusive; NPC1 promoter act: -2%; FLuc modulator: -9%; Rab9 promoter act: 1%; MLL CXXC-DNA inh: 0%

What do the screens show for `C#Cc1ccc(C(=O)Nc2cc(C(N)=O)ccc2N2CCOCC2)cc1`?
ELG1 genotoxic: -2%; p53 reactivator: -2%; MBNL1 CUG block: 3%; BRCA1 expr up: -3%; RORgamma inh: 19%; Gal4-VP16 FLuc: -23%; NPC1 promoter act: 12%; FLuc modulator: 1%; Rab9 promoter act: 16%; MLL CXXC-DNA inh: 1%

Results for Cc1ccc(-c2nn(-c3ccccc3)cc2CO)cc1 ?
ELG1 genotoxic: inconclusive; uPA generation: 5%; p53 reactivator: inconclusive; MBNL1 CUG block: -1%; BRCA1 expr up: 7.9µM*; RORgamma inh: 11%; Gal4-VP16 FLuc: -11%; NPC1 promoter act: inconclusive; FLuc modulator: 15µM*; Rab9 promoter act: inconclusive; MLL CXXC-DNA inh: 11%

Results for CC1(C)CC(=O)C=C(Nc2ccccc2)C1 ?
ELG1 genotoxic: -3%; uPA generation: -6%; p53 reactivator: -5%; MBNL1 CUG block: -4%; BRCA1 expr up: -7%; RORgamma inh: 14%; Gal4-VP16 FLuc: -3%; NPC1 promoter act: 2%; FLuc modulator: 2%; Rab9 promoter act: 0%; MLL CXXC-DNA inh: -3%

Results for CC(CCc1ccccc1)NC(=O)Cc1ccc(Br)cc1 (configuration not stated) ?
ELG1 genotoxic: -2%; uPA generation: 7%; MBNL1 CUG block: 0%; BRCA1 expr up: 2%; RORgamma inh: 27%; Gal4-VP16 FLuc: 11%; NPC1 promoter act: -2%; FLuc modulator: -1%; Rab9 promoter act: -5%; MLL CXXC-DNA inh: -8%

Results for COc1ccc2nc(SCC(C)=O)c(C#N)cc2c1 ?
ELG1 genotoxic: 2.1µM*; uPA generation: -7%; p53 reactivator: inconclusive; MBNL1 CUG block: 22%; BRCA1 expr up: -17%; RORgamma inh: inconclusive; Gal4-VP16 FLuc: inconclusive; NPC1 promoter act: inconclusive; FLuc modulator: 1.1µM*; Rab9 promoter act: 1µM*; MLL CXXC-DNA inh: 11%

What do the screens show for `Cc1ccc(S(=O)(=O)N2CCN(C3CCN(Cc4ccccc4)CC3)CC2)cc1`?
ELG1 genotoxic: 0%; uPA generation: -1%; p53 reactivator: 2%; MBNL1 CUG block: -2%; BRCA1 expr up: -3%; RORgamma inh: -30%; Gal4-VP16 FLuc: -8%; NPC1 promoter act: 6%; FLuc modulator: 1%; Rab9 promoter act: 1%; MLL CXXC-DNA inh: 5%

How did COc1ccc(OC)c2c(C)cc(C)nc12 do in these assays?
ELG1 genotoxic: 1%; uPA generation: -2%; p53 reactivator: 0%; MBNL1 CUG block: -8%; BRCA1 expr up: -12%; RORgamma inh: 13µM*; Gal4-VP16 FLuc: -1%; NPC1 promoter act: -3%; FLuc modulator: 2%; Rab9 promoter act: -10%; MLL CXXC-DNA inh: 14%

Results for COc1ccc(C(=O)N(c2ccc(OC)cc2)S(=O)(=O)c2cccs2)cc1 ?
ELG1 genotoxic: -3%; uPA generation: -8%; p53 reactivator: 1%; BRCA1 expr up: 3%; RORgamma inh: 20%; Gal4-VP16 FLuc: 3%; NPC1 promoter act: 2%; FLuc modulator: -1%; Rab9 promoter act: -1%; MLL CXXC-DNA inh: 180%[activator]

How did COc1cc(-c2ccccc2)nc2ccccc12 do in these assays?
ELG1 genotoxic: -3%; uPA generation: -5%; p53 reactivator: 4%; MBNL1 CUG block: -5%; BRCA1 expr up: -7%; RORgamma inh: -8%; Gal4-VP16 FLuc: 2%; NPC1 promoter act: -2%; FLuc modulator: -13%; Rab9 promoter act: 7%; MLL CXXC-DNA inh: -3%

Results for CCCCNC(=O)c1cn(CC)c2cc(N3CCN(C)CC3)c(F)cc2c1=O ?
ELG1 genotoxic: -6%; uPA generation: -1%; p53 reactivator: -4%; MBNL1 CUG block: 4%; BRCA1 expr up: -27%; RORgamma inh: -9%; Gal4-VP16 FLuc: 1%; NPC1 promoter act: -1%; FLuc modulator: 0%; Rab9 promoter act: -1%; MLL CXXC-DNA inh: -4%

Results for CC(C)Cc1nnc(NC(=O)C2CC(=O)N(Cc3ccccc3)C2)s1 (configuration not stated) ?
ELG1 genotoxic: 3%; uPA generation: 5%; p53 reactivator: -5%; MBNL1 CUG block: -1%; BRCA1 expr up: -1%; RORgamma inh: 28%; Gal4-VP16 FLuc: 4%; NPC1 promoter act: -3%; FLuc modulator: 4%; Rab9 promoter act: 10%; MLL CXXC-DNA inh: -2%

How did CCC(=O)Nc1ccc(-c2nnc(-c3ccccc3)o2)cc1 do in these assays?
ELG1 genotoxic: inconclusive; uPA generation: 2%; p53 reactivator: inconclusive; MBNL1 CUG block: 2%; BRCA1 expr up: inconclusive; RORgamma inh: inconclusive; Gal4-VP16 FLuc: inconclusive; NPC1 promoter act: 0.32µM*; FLuc modulator: 0.95µM*; Rab9 promoter act: 0.32µM*; MLL CXXC-DNA inh: -11%

Results for C=CCOc1ccc(/C=N/n2cncn2)cc1OC ?
ELG1 genotoxic: 13%; uPA generation: -1%; p53 reactivator: -11%; MBNL1 CUG block: inconclusive; BRCA1 expr up: -22%; RORgamma inh: -6%; Gal4-VP16 FLuc: 0%; NPC1 promoter act: -1%; FLuc modulator: 3%; Rab9 promoter act: 1%; MLL CXXC-DNA inh: -4%

How did CCOC(=O)c1ccc(N2CC(O)=C(c3nc4ccccc4c(=O)[nH]3)C2=N)cc1 do in these assays?
ELG1 genotoxic: -3%; uPA generation: 6%; p53 reactivator: 3%; MBNL1 CUG block: 2%; BRCA1 expr up: 25%; RORgamma inh: 9%; Gal4-VP16 FLuc: 4%; NPC1 promoter act: 1%; FLuc modulator: -2%; Rab9 promoter act: -1%; MLL CXXC-DNA inh: 0%

Results for COc1cccc(C(=O)N/N=c2\oc3c(OC)cccc3cc2C(=O)NCc2ccccc2)c1 ?
ELG1 genotoxic: 7%; uPA generation: -2%; p53 reactivator: 4%; MBNL1 CUG block: 0%; BRCA1 expr up: 5%; RORgamma inh: 29%; Gal4-VP16 FLuc: 10%; NPC1 promoter act: 7%; FLuc modulator: 5%; Rab9 promoter act: 3%; MLL CXXC-DNA inh: 0%

What do the screens show for `COc1ccc(C2=COc3ccccc3C(=O)N2)cc1`?
ELG1 genotoxic: 6%; uPA generation: -5%; p53 reactivator: 6%; MBNL1 CUG block: 2%; BRCA1 expr up: 59%; RORgamma inh: inconclusive; Gal4-VP16 FLuc: inconclusive; NPC1 promoter act: -1%; FLuc modulator: inconclusive; Rab9 promoter act: 20%; MLL CXXC-DNA inh: -3%

How did COc1ccccc1C(O)P(=O)(OC(C)C)c1ccc(N(C)C)cc1 (configuration not stated) do in these assays?
ELG1 genotoxic: 3%; uPA generation: 4%; p53 reactivator: -7%; MBNL1 CUG block: 15%; BRCA1 expr up: 2%; RORgamma inh: -8%; Gal4-VP16 FLuc: -5%; NPC1 promoter act: -2%; FLuc modulator: -2%; Rab9 promoter act: 0%; MLL CXXC-DNA inh: 4%

What do the screens show for `COC(=O)CC1NCCc2cc(OC)c(OC)cc21` (configuration not stated)?
ELG1 genotoxic: -1%; uPA generation: 8%; p53 reactivator: 7%; MBNL1 CUG block: -2%; BRCA1 expr up: 4%; RORgamma inh: -8%; Gal4-VP16 FLuc: -1%; NPC1 promoter act: -3%; FLuc modulator: 1%; Rab9 promoter act: 0%; MLL CXXC-DNA inh: -16%

What do the screens show for `CCOC(=O)N1CCN(c2ccccc2O)CC1`?
ELG1 genotoxic: 2%; uPA generation: 4%; p53 reactivator: 2%; MBNL1 CUG block: -9%; BRCA1 expr up: -1%; RORgamma inh: -1%; Gal4-VP16 FLuc: -8%; NPC1 promoter act: 1%; FLuc modulator: 3%; Rab9 promoter act: 1%; MLL CXXC-DNA inh: -4%

The list is partial. The share of hits here may be higher or lower than overall.
